Bioassay records from PubChem BioAssay.
CAL PDZ FP-1: inhibitors of human CAL PDZ peptide binding; AID 602252; Q9HD26; purified CAL PDZ, TMR-peptide fluorescence polarization, 1 h; 300,000 compounds, 0.92% hits; inhibition, % at 24.9 µM;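 active means mean inhibition of at least 30% with at least half of replicates also reaching 30%; inconclusive means no clear call, values can overlap the other calls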;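 further: 0% = DMSO neutral control and 100% = excess unlabeled competitor peptide PRC23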
MITF act: increases MITF-driven TRPM1 promoter luciferase signal; 300,000 compounds, 0.75% hits; AID 588334; activation, % at 12.5 µM; SK-MEL-5 TRPM1-promoter luciferase, 24 h; % of positive control, neutral wells = 0;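 active means mean activation of at least 80% with every replicate also reaching 80%; inconclusive means mean reaches 80% but some replicate falls short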;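 further: 0% = neutral control wells and 100% = parthenolide positive control wells; values of inactives mirror those of a sister screen read the other way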
PvdQ acylase: P. aeruginosa PvdQ acylase inhibition; purified PvdQ acylase, fluorescence plate reader; inhibition, % at 10 µM; 340,000 compounds, 0.063% hits; in the data active means inhibition above about 30%, passing the limit was not always enough; inconclusive means no clear call, values can overlap the other calls;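 further: 0% = vehicle neutral wells and 100% = reference inhibitor wells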
NSD2 inh: NSD2 (human) methyltransferase inhibition; NSD2 peptide methylation, AlphaScreen, 120 min; inhibition, % at 12.5 µM; 310,000 compounds, 0.54% hits; AID 743445; in the data active means inhibition above about 50%
Target sequence (O96028 whole entry, looked up): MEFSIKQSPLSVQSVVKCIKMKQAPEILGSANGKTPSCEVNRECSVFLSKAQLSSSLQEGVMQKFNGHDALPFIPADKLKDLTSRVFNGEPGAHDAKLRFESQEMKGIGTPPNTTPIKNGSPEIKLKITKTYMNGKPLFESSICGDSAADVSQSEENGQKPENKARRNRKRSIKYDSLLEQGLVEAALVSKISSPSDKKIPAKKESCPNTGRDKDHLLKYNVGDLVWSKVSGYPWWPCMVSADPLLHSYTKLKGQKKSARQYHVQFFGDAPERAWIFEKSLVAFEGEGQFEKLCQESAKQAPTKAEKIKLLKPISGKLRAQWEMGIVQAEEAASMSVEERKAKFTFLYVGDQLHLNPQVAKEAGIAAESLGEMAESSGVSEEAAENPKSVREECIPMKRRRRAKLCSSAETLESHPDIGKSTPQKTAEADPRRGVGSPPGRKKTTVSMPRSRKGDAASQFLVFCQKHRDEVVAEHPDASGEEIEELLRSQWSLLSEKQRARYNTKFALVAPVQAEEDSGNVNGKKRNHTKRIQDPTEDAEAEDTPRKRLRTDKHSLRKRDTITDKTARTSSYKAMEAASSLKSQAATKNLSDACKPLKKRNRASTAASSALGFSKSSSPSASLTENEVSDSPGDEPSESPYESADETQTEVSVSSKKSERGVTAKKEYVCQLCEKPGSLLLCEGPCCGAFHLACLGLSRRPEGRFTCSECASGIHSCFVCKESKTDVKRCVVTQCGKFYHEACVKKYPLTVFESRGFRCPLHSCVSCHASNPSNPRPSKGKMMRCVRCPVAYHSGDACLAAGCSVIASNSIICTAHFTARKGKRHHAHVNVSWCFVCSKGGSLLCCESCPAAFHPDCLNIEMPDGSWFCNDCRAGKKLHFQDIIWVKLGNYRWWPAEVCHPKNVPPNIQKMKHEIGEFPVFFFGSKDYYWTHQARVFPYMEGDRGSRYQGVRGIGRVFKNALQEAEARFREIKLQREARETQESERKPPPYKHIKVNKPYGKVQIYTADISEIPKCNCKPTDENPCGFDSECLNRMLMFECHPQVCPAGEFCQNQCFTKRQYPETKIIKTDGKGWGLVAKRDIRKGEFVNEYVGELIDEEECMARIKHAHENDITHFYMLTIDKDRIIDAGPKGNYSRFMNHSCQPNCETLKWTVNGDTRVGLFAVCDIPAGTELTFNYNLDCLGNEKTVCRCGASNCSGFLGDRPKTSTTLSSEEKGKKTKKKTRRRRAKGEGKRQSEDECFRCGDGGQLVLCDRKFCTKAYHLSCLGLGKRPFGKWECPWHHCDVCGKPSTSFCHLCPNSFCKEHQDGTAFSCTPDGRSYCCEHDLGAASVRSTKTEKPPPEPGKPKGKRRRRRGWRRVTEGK
Rtt109 Vps75: blocks Candida albicans Rtt109/Vps75 acetyltransferase activity; purified Rtt109/Vps75, ThioGlo CoA-SH fluorescence, 4 h; inhibition, % at 34.9 µM; 330,000 compounds, 0.16% hits;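 active means inhibition of at least 50% in every replicate; inconclusive means best replicate reaches 50% inhibition but some replicates fall short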
PfHsp90 yeast 2: growth inhibition of yeast expressing Plasmodium Hsp90; inhibition, % at 9.4 µM; 310,000 compounds, 0.32% hits; AID 504621; S. cerevisiae expressing PfHsp90, BacTiter-Glo ATP, 48 h; yeast lacking PDR1 and PDR3 efflux regulators;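 active means every replicate shows inhibition above about 80%, whatever the replicate mean, limit read from the data; inconclusive means mean inhibition reaches the set limit but some replicate falls short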;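 further: 0% = DMSO neutral controls and 100% = 20 µM radicicol positive controls; yeast relying on Plasmodium falciparum Hsp90 in place of its own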
dFosB act: activators of mouse delta FosB homodimer | purified delta FosB, TAMRA-CDK5 oligo fluorescence polarization; percent of positive-control signal above neutral wells | activation, % at 25 µM | 340,000 compounds, 0.99% hits | AID 493131;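 active means mean activation above about 17%, with every replicate also reaching it, limit read from the data, passing the limit was not always enough; inconclusive means only one of the two conditions met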;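 further: fluorescence polarization rise as delta FosB binds a TAMRA Cdk5 AP-1 oligo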
SR-BI uptake up: enhances SR-BI lipid uptake from DiI-HDL. activation, % at 12.5 µM. 320,000 compounds, 0.096% hits. AID 504775. CHO ldlA[mSR-BI] cells, DiI-HDL uptake fluorescence, 3 h; 100 = double the neutral-control signal;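 active means mean replicate activation of at least 60% and every replicate at or above 60%; inconclusive means mean or all-replicate condition met, but not both; inactive means mean below 60% and not all replicates reaching 60%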;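 further: 0% = median plate neutral-control signal and 100% = twice that signal; values of inactives mirror those of a sister screen read the other way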
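Test system: SR-BI-overexpressing, LDLR-lacking CHO cells; Also added: labelled HDL, 10 µg/mL; Measured by: bottom-read cell fluorescence after medium removal, ex 550/em 595 nm; Timing: 3 h uptake period with compound, 37 °C; Buffer or medium: F12, 0.5% BSA, 25 mM HEPES; Doses: single compound concentration, delivered by pin transfer.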
CAL PDZ FP-2: human CAL PDZ-peptide interaction inhibition; purified CAL PDZ, TMR-peptide fluorescence polarization, 1 h; inhibition, % at 20 µM; 330,000 compounds, 0.02% hits; AID 504414;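 active means highest replicate inhibition of at least 40%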;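 further: plate controls were DMSO neutral control wells for no effect and unlabeled competitor peptide control wells for full effect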
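Material: tagged CAL PDZ domain; buffer or medium: 25 mM sodium phosphate pH 7.4, 150 mM NaCl, TCEP, IgG, Thesit; compound dosing: single point, 20 µM; schedule: 1 h incubation at room temperature before polarization reading; measured by: FP readout, S and P plane fluorescence; read-out basis: percent inhibition from loss of millipolarization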
SR-BI HDL uptake: inhibitors of mouse SR-BI mediated HDL lipid uptake. Q61009. ldlA[mSR-BI] CHO cells, DiI-HDL uptake fluorescence, 3 h. inhibition, % at 12.5 µM. 320,000 compounds, 0.96% hits. AID 488896;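 active means mean replicate inhibition of at least 70% and a set share of replicates each scoring 70 or more; inconclusive means meets just one of the two criteria; inactive means fails both criteria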;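 further: 0% = median of neutral control wells and 100% = median of positive control wells; values of inactives mirror those of a sister screen read the other way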
* hit, by the source's call; ? = inconclusive; nt = not tested or not shown. Hits appear at their usual frequency; about 4.3% have a hit in one of these screens.

SMILES | CAL PDZ FP-1 | MITF act | PvdQ acylase | NSD2 inh | Rtt109 Vps75 | PfHsp90 yeast 2 | dFosB act | SR-BI uptake up | CAL PDZ FP-2 | SR-BI HDL uptake
O=C(CC(=O)OCc1ccccc1)OCc1ccccc1 | -1.7 | 15.9 | -3.2 | nt | 5.6 | 3.3 | -0.5 | -2.6 | 0.4 | 2.6
COC(=O)c1c(NC(=O)C(C)(C)C)sc2c1C(C(=O)OC)CC2 (stereo unspecified) | -0.8 | -8.6 | -7.0 | 2.3 | -6.8 | -6.6 | -2.3 | -28.3 | -1.3 | 28.3
O=C(c1ccccc1)c1ccc(N2CCOCC2)c(F)c1 | -4.5 | 69.9 | -0.6 | -5.4 | -8.9 | 9.0 | -5.1 | -23.8 | nt | 23.8
COc1ccc(S(=O)(=O)NCc2ccncc2)cc1OC | -3.0 | -18.7 | 0.1 | -0.7 | -6.3 | 2.8 | 9.2 | 24.6 | 0.0 | -24.6
COCCNC(=O)CSc1nc(-c2ccc(OC)c(OC)c2)cc(C(F)(F)F)n1 | -1.0 | 5.1 | -14.1 | -3.7 | 8.0 | -25.7 | -2.1 | -47.0 | 0.5 | 47.0
C[C@]12CC[C@H](O)CC1=CCC1C2CC[C@@]2(C)C1CC[C@@H]2NC(=O)CCC(=O)O (stereo partly specified) | 2.0 | 1.6 | -5.8 | -2.0 | 3.2 | 0.0 | -11.3 | 15.9 | -0.2 | -15.9
Cc1ccc(Cl)c2c1NC(=O)C2(O)CC(=O)c1ccccc1O (stereo unspecified) | -1.3 | -16.8 | -5.7 | 1.4 | nt | 0.5 | -7.1 | -7.3 | -2.4 | 7.3
Fc1ccc(Cn2nnc3ccccc32)cc1 | 123.1* | -1.3 | -16.0 | -1.9 | -0.8 | 0.1 | -1.3 | 0.4 | nt | -0.4
COc1ccc(O)c(C(=O)c2cnn(-c3ccc(Cl)cc3)c2)c1 | -4.6 | 40.2 | -14.8 | -0.2 | -12.3 | 10.1 | -7.9 | -10.3 | -3.8 | 10.3
CC(=O)Nc1ccc(NC(=O)/C=C/c2ccccc2)cc1 | -3.6 | 2.1 | -10.6 | -0.6 | -3.7 | 17.2 | 1.4 | -1.3 | -4.0 | 1.3
CCOC(=O)CSC1=C(C#N)C(c2sccc2C)CC(=O)N1 (stereo unspecified) | -3.5 | -34.2 | -5.1 | -2.9 | 0.8 | nt | -1.6 | -1.4 | nt | 1.4
CCOc1cc(NC(=O)C2CCCCC2)c(OCC)cc1NC(=O)c1ccccn1 | 1.5 | 0.8 | -14.6 | -1.6 | nt | -6.8 | -0.3 | -70.6 | -1.5 | ?
Cc1ccc(OCCCC(=O)N2CCOCC2)cc1 | 12.4 | 15.6 | -22.3 | -0.7 | -2.1 | 20.7 | -2.7 | 8.3 | 0.3 | -8.3
CC1(C)Cc2c(c(N3CCOCC3)nc3sc4c(NCCN5CCOCC5)nnnc4c23)CS1 | -10.1 | 0.1 | -16.4 | 3.9 | 5.9 | -17.3 | -25.3 | 1.9 | -3.0 | -1.9
Cc1c(C(=O)Nc2ccccc2C(=O)N2CCOCC2)cccc1[N+](=O)[O-] | 6.8 | 11.8 | -24.0 | -3.6 | -9.2 | 19.5 | -0.2 | 14.4 | -1.5 | -14.4
COc1cccc(/C=N/Nc2snc(SC)c2C#N)c1O | -2.5 | 2.1 | -10.5 | nt | 2.5 | 25.4 | -2.7 | -29.9 | -0.6 | 29.9
Cc1cc(C)c(NC(=O)CSc2nnc(CN3CCOCC3)n2C)c(C)c1 | -7.0 | 5.3 | -7.6 | 0.6 | 0.7 | -73.5 | -1.1 | -7.6 | 0.1 | 7.6
COc1ccc(NC(=O)c2nc[nH]c2C(=O)NCc2ccccc2)cc1 | -6.3 | 13.8 | -17.1 | nt | 0.6 | -15.9 | -16.1 | 19.1 | 0.1 | -19.1
COc1ccc(C)cc1S(=O)(=O)N1CCN(C(=O)c2ncoc2-c2ccccc2C)CC1 | 4.6 | -2.5 | -4.3 | 1.5 | 11.3 | -46.7 | -1.9 | nt | -1.5 | nt
O=C(c1nc2nc(-c3ccccc3)cc(C(F)(F)F)n2n1)N1CCOCC1 | -1.7 | nt | -1.3 | 1.8 | nt | 11.8 | -0.7 | 6.5 | -2.3 | -6.5
Cc1csc(NC(=O)CSCC(=O)Nc2ccccc2)n1 | -5.2 | 7.9 | 4.9 | -1.6 | 2.2 | -23.4 | -3.7 | -5.6 | -1.6 | 5.6
CC1CCc2c(sc3ncn(Cc4ccc(C(=O)O)cc4)c(=O)c23)C1 (stereo unspecified) | -1.9 | 12.4 | -2.7 | 4.4 | 8.6 | 8.6 | -6.2 | 7.3 | -0.1 | -7.3
Cc1ccc(CN(C)C(=O)CN2C(=O)NC(c3ccccc3)(c3ccccc3)C2=O)c(C)c1 | 5.3 | -5.2 | -2.7 | nt | -3.0 | 0.8 | -5.5 | -23.1 | -0.8 | 23.1
O=C(c1ccco1)N1CCCC(N2CCN(c3ccccc3F)CC2)C1 (stereo unspecified) | -2.2 | 7.1 | -4.0 | -0.2 | -6.1 | 10.4 | -5.5 | 20.9 | -2.8 | -20.9
CSc1nccc(-c2c(-c3ccc(Cl)cc3)noc2C)n1 | -2.2 | -1.0 | 0.7 | -3.7 | -0.4 | 7.2 | 1.5 | -23.4 | -0.9 | 23.4
SMILES | CAL PDZ FP-1 | MITF act | PvdQ acylase | NSD2 inh | Rtt109 Vps75 | PfHsp90 yeast 2 | dFosB act | SR-BI uptake up | CAL PDZ FP-2 | SR-BI HDL uptake
CCCCNC(=O)/C(C#N)=C/c1cccnc1 | -1.5 | 12.0 | 5.8 | 0.6 | nt | 14.7 | 8.9 | 10.6 | -2.8 | -10.6
O=C(COC(=O)/C=C/c1ccccc1Cl)NC1CCCCCC1 | -0.3 | 12.1 | -4.6 | 0.5 | 12.9 | -8.6 | -4.5 | 64.6* | -2.2 | -64.6
CC(=O)N1CCN(c2ccc(NC(=O)c3cccc(C)c3)cc2)CC1 | nt | nt | 1.0 | 0.4 | 22.8 | 11.0 | 0.6 | 0.9 | -1.1 | -0.9
Cc1cc(C)nc(N2C(=O)CC(Cc3ccccc3)C2=O)n1 (stereo unspecified) | -2.3 | nt | 9.1 | 0.0 | nt | nt | 2.6 | 27.9 | -2.1 | -27.9
CCc1nnc(-n2nc(C)cc2-c2ccccc2)n1N | -0.9 | nt | 4.9 | 0.1 | -10.9 | 13.4 | 2.7 | 14.0 | -0.6 | -14.0
CC(=O)Nc1ccc(NC(=O)CN(c2cccc(C(C)=O)c2)S(C)(=O)=O)cc1 | 0.3 | -11.8 | -18.3 | -1.5 | 34.3 | -22.5 | 6.7 | -7.9 | -0.2 | 7.9
O=C(N/N=C/c1cccc(Oc2ccccc2)c1)c1cc[n+]([O-])cc1 | -6.9 | 17.4 | 2.1 | -0.8 | nt | 15.7 | -5.6 | 10.1 | -6.2 | -10.1
CN(C(=O)COC(=O)c1ccc(CN2CCCC2=O)cc1)c1ccccc1 | -2.8 | 12.2 | -8.3 | -2.6 | -3.2 | -2.7 | -10.7 | -6.2 | -3.1 | 6.2
CC1(C)CC(=O)C(C(C2=C(O)CC(C)(C)CC2=O)c2cccs2)C(=O)C1 (stereo unspecified) | -2.3 | 1.1 | -0.3 | 7.8 | -2.4 | 9.3 | -4.8 | 29.2 | -1.5 | -29.2
C=C(C)CN=CC1(C)CCC(C)=CO1 (stereo unspecified) | 1.1 | 7.0 | -0.8 | -1.8 | -4.6 | nt | -12.0 | 3.7 | -0.1 | -3.7
CSCCC(NC(=O)c1cccc([N+](=O)[O-])c1)C(=O)OCC(=O)N1CCCC1=O (stereo unspecified) | 1.3 | 10.1 | -0.6 | 0.6 | 9.7 | -10.9 | 7.3 | -8.8 | -2.9 | 8.8
COc1cc(NC(=S)NC2CC(C)(C)NC(C)(C)C2)c(OC)cc1Cl | -0.7 | 3.7 | 9.1 | 0.0 | 1.7 | 23.0 | -1.4 | 12.5 | -2.3 | -12.5
COc1ccccc1N1CC(C(=O)Nc2nnc(SCc3cccnc3)s2)CC1=O (stereo unspecified) | -0.4 | -1.7 | 6.5 | -2.1 | 0.1 | -7.4 | -2.1 | 14.1 | -2.6 | -14.1
O=C(COc1ccc(S(=O)(=O)NC2CCCC2)cc1)N1CCCCC1 | -4.0 | 11.0 | -5.5 | -1.9 | -5.1 | 13.9 | -3.7 | -14.5 | -0.7 | 14.5
C/C(=N\NC(=O)c1cc2ccccc2cc1O)c1cccs1 | -4.0 | -2.1 | -11.3 | 0.6 | -4.2 | 10.0 | -7.5 | 6.5 | -1.4 | -6.5
CC(C)CN(C(=O)CN(C)CC(=O)Nc1ccccc1C#N)c1c(N)n(CC(C)C)c(=O)[nH]c1=O | nt | 1.9 | -13.5 | nt | 4.1 | nt | -6.6 | 0.7 | 0.2 | -0.7
COc1ccc(-c2cn3cccnc3n2)cc1NC(=O)CC(C)C | nt | -13.9 | 1.0 | -0.6 | -2.5 | 2.3 | 2.6 | 13.6 | -1.3 | -13.6
CCOC(=O)N1CCN(c2ccccc2O)CC1 | -0.1 | 15.3 | -2.5 | 4.1 | -1.8 | 17.5 | -1.9 | -6.8 | -2.9 | 6.8
COc1cccc(C(=O)N/N=c2\oc3c(OC)cccc3cc2C(=O)NCc2ccccc2)c1 | 0.1 | 33.9 | -2.6 | -1.9 | 4.0 | 15.6 | -6.6 | -8.1 | -1.5 | 8.1
COC(=O)CC1NCCc2cc(OC)c(OC)cc21 (stereo unspecified) | nt | -12.8 | -12.1 | -2.5 | -3.0 | 13.7 | -4.8 | 9.9 | 0.0 | -9.9
COc1ccccc1C(O)P(=O)(OC(C)C)c1ccc(N(C)C)cc1 (stereo unspecified) | nt | -9.0 | 2.8 | 1.7 | 8.3 | nt | -0.6 | 13.7 | -0.5 | -13.7
COc1ccc(C2=COc3ccccc3C(=O)N2)cc1 | -8.4 | 22.8 | -11.1 | nt | 5.1 | nt | -4.1 | 4.3 | -1.0 | -4.3
Cc1ccc2c(c1)NC(=O)C(CC(=O)NCCCN1CCCCC1)O2 (stereo unspecified) | -2.6 | 11.9 | -13.3 | nt | 5.0 | 0.1 | 10.7 | -2.8 | 0.4 | 2.8
C=CCNc1nc(C(=O)OCC(=O)NCc2cccc(Cl)c2)cs1 | -3.8 | 6.1 | -12.8 | 0.7 | -2.2 | 5.2 | 1.4 | 16.0 | -0.8 | -16.0
O=C(Cc1c[nH]c2ccccc12)Nc1nc2ccccc2[nH]1 | -4.9 | 1.9 | -1.1 | 12.2 | -15.2 | -3.7 | -7.1 | 20.1 | 0.3 | -20.1
